# High-throughput results as filed in PubChem BioAssay.
# CRFBP-R2 block – antagonists of CRF-binding protein/CRF-R2 receptor complex. inhibition, % at 11.8 µM. 350,000 compounds, 0.59% hits. HEK293 CRF-R2/CRF-BP, CRF-induced calcium fluorescence;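 active = inhibition of the ligand-induced calcium signal above about 50% at the single tested concentration, limit read from the data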
# M5 ag – CHRM5 agonism in calcium assay. P08912. CHO-K1 hM5 cells, Fluo-8 calcium fluorescence; 0% DMSO wells, 100% maximal acetylcholine response. activation, % at 3 µM. 360,000 compounds, 0.19% hits. AID 624037;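 active = activation above the run's mean over test compounds plus 3 SD, cut at about 23% in these data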;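 note: signal is peak over basal fluorescence ratio across the kinetic read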
# CHRM4 PAM – CHRM4 positive allosteric modulation; CHO-K1 hM4/Gqi5, Fluo-8 calcium fluorescence, ACh EC20; 0% = ACh EC20, 100% = maximal ACh; activation, % at 3 µM; 360,000 compounds, 0.4% hits; AID 624126;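 active = activation above its plate's cutoff, the mean activation of sample wells plus 3 SD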; note: some results filed as inactive read as strong as hits
# Target sequence (P08173 whole entry, looked up): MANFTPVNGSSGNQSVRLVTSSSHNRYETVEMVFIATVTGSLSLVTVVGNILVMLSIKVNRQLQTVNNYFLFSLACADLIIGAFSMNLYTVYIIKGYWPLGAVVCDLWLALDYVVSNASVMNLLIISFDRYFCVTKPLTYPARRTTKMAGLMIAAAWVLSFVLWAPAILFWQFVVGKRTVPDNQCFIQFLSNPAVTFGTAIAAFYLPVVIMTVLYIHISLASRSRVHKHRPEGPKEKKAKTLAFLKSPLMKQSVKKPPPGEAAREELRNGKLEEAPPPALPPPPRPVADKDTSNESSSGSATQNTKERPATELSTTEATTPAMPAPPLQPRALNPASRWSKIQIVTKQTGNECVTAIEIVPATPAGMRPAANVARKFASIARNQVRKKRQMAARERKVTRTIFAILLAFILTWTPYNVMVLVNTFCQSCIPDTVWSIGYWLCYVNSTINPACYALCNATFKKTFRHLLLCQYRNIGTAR
# M5 antag – blocks acetylcholine activation of human M5 receptor | AID 624040 | 360,000 compounds, 0.59% hits | P08912 | inhibition, % at 3 µM | CHO-hM5 cells, Fluo-8 calcium fluorescence, ACh EC80;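 active = inhibition above a per-plate cutoff, the mean of that plate's test compounds plus 3 SD, cut at about 27% in these data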;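 note: 0% = acetylcholine EC80 with DMSO and 100% = DMSO without agonist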
# TAAR1 antagonist – antagonists of human TAAR1. Q96RJ0. inhibition, % at 3 µM. 360,000 compounds, 1.5% hits. CHO RD-HGA16 TAAR1, Fluo-8 calcium fluorescence, antagonist;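 active = inhibition above a per-plate cutoff, the mean inhibition of test compounds on that plate plus 3 SD, cut at about 49% in these data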;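 note: 0% = DMSO plus EC80 beta-PEA response and 100% = DMSO alone without agonist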
# Target sequence (Q96RJ0 whole entry, looked up): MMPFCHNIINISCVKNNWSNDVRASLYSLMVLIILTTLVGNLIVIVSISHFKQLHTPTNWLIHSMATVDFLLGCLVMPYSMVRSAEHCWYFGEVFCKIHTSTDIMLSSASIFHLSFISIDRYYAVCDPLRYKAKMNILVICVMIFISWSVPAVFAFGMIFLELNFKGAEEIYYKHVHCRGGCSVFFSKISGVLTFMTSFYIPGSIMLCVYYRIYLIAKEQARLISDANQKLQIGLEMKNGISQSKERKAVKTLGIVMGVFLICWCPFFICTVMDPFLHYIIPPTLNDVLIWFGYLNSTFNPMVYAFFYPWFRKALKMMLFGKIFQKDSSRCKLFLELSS
#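 Test system: RD-HGA16 CHO cells with stable hTAAR1 and Gα16 / Probe or stimulus: EC80 β-phenethylamine stimulus / Times: seeding 17-24 h prior, 75-min 37 °C, 30-min RT dye loading / Detection: Fluo-8 calcium-sensitive fluorescence / Read-out basis: % inhibition scaled between DMSO and EC80 PEA controls / Repeats: singlicate, one well per test compound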
# M1 PAM parental – nonselective activator or artifact in parental CHO-K1 calcium assay; ATP EC20, Fluo-8 calcium fluorescence; 0% at ATP EC20, 100% at ATP max; activation, % at 3 µM; 360,000 compounds, 0.02% hits;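 active = activation above the run cutoff, the mean activation of all test compounds plus 3 SD, cut at about 40% in these data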;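 note: peak over basal fluorescence ratio in a 140 s read after ATP addition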
# CRFBP-R2 agonist – agonists of human CRF-binding protein/CRF-R2 receptor complex. activation, % at 13.2 µM. HEK293 CRF-R2/CRF-BP, calcium dye fluorescence (FLIPR); percent of saturating CRF peptide response. 350,000 compounds, 0.46% hits;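 active = activation of at least 50%, plus an integration ratio under a set limit after plate pattern correction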;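 note: plate controls were neutral control wells without compound for no effect and CRF at EC100 for full effect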
# TAAR1 ag – agonists of human TAAR1; Q96RJ0; CHO RD-HGA16 TAAR1, Fluo-8 calcium fluorescence; vehicle wells 0%, saturating PEA agonist 100%; activation, % at 3 µM; 360,000 compounds, 0.99% hits;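 active = activation above the mean activation of all test compounds in the run plus 3 SD, cut at about 38% in these data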
#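 Test system: RD-HGA16 (CHO) cells co-expressing Gα16 and hTAAR1 / Benchmarks: DMSO vehicle as 0%, PEA at EC100 as 100% / Repeats: no replicates (n 1) / Measure: % activation from peak over basal fluorescence ratio, DMSO-to-PEA scaled / Timing: 17-24 h plating, Fluo-8 75 min 37 °C, 30 min RT / Technique: kinetic Fluo-8 calcium fluorescence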
# M5 PAM – positive allosteric modulators of human muscarinic M5 receptor; P08912; CHO-K1 hM5, Fluo-8 calcium, ACh EC20 PAM; 0% = ACh EC20, 100% = ACh EC100; activation, % at 3 µM; 360,000 compounds, 0.3% hits;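 active = activation above the run cutoff, the mean activation of all test compounds plus 3 SD, cut at about 18% in these data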
#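 Test system: CHO-K1 hM5 cells / Doses: single-point, 3 µM nominal / Times: Post-acetylcholine fluorescence recording 140 s / Technique: Fluo-8 calcium fluorescence / Measure: Max/basal fluorescence ratio as % of EC20–EC100 ACh window / Benchmarks: low control EC20 acetylcholine (0%), high control EC100 acetylcholine (100%) / Replicates: one well per compound, no replicates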
# * marks the source's active call; other numbers are inactive results; · = no result given.
no.	molecule	CRFBP-R2 block	M5 ag	CHRM4 PAM	M5 antag	TAAR1 antagonist
1	CCC1CCc2c(sc(NC(=O)C3c4ccccc4Oc4ccccc43)c2C(N)=O)C1 (centres undefined)	-27	-1	-4	2	-24
2	Cc1ccc(OCC(=O)Nc2ccc(S(=O)(=O)N3CCOCC3)cc2)c([N+](=O)[O-])n1	-2	-1	-1	6	-16
3	CCOC(=O)C1(C)CCCCCN1C(=O)c1snnc1C (centres undefined)	·	-1	8	-14	-7
4	CC(Sc1nnc(Cc2cccs2)n1C1CC1)C(=O)NC1CCS(=O)(=O)C1 (centres undefined)	63*	1	5	1	-22
5	Cc1ccc(S(=O)(=O)N2CCN(Cc3csc(C)n3)CC2)cc1	-6	-3	-6	7	-13
6	Cc1c(C(=O)N2CCCc3ccccc32)oc2ccc(S(=O)(=O)N3CCOCC3)cc12	-17	8	-10	3	41
7	CN(C)C(C)(C)C#CCC(c1ccccc1)c1ccccc1	17	-8	-17	46*	-7
8	O=C(NCc1ccncc1)c1cccc(S(=O)(=O)Nc2ccc(F)cc2)c1	3	3	-6	4	2

no.	M1 PAM parental	CRFBP-R2 agonist	TAAR1 ag	M5 PAM
1	7	0.4	0	-6
2	13	0.8	1	3
3	-13	·	1	9
4	-4	0.6	3	2
5	7	0.2	0	-7
6	-5	18	27	-11
7	5	-2.6	13	-20
8	-11	1.0	2	-8

# Continuation.
no.	molecule	CRFBP-R2 block	M5 ag	CHRM4 PAM	M5 antag	TAAR1 antagonist
9	CC1CCN(CC(O)COc2ccc(F)cc2)CC1 (centres undefined)	19	-1	9	-3	0
10	Cc1ccc(NC(=O)CSc2nnc(CNC(=O)c3ccco3)o2)cc1	4	-3	2	-3	-11
11	CSc1nnc(CNS(=O)(=O)c2ccc(Cl)cc2)n1C	-2	1	9	-7	-2
12	CCCN1CCN(CC(=O)Nc2nnc(C)s2)CC1	-1	-2	-3	12	4
13	Cc1ccc(C(=O)N/C(=C\c2cn(C)c3ccccc23)C(=O)NCCCn2ccnc2)cc1	5	-6	1	6	-8
14	COc1ccc(CCNC(=O)C(=O)NCC2OCCN2S(=O)(=O)c2cc(F)ccc2F)cc1 (centres undefined)	-30	5	-9	10	55*
15	Cn1c(=O)cc(OCC(=O)N2CCCc3ccccc32)c2ccccc21	7	5	-4	5	2
16	O=C(Nc1ccncc1)c1cccc(F)c1	-4	0	-3	4	0

no.	M1 PAM parental	CRFBP-R2 agonist	TAAR1 ag	M5 PAM
9	10	-0.5	1	-2
10	15	3.2	1	-1
11	-3	1.4	2	7
12	-7	1.1	1	-6
13	6	-0.3	0	-5
14	25	-4.8	15	-13
15	24	-0.4	9	-10
16	15	-0.1	3	-1

# Remaining list, next part
no.	molecule	CRFBP-R2 block	M5 ag	CHRM4 PAM	M5 antag	TAAR1 antagonist
17	Cc1nc2ccc(NC(=O)c3ccc(Cl)c(NC(=O)c4cccs4)c3)cc2s1	19	-5	-2	6	10
18	COc1cccc(NC(=O)Cn2cnc3sc(C)c(S(=O)(=O)N4CCN(C)CC4)c3c2=O)c1	-3	-2	2	-1	-15
19	COc1cc(NC(=O)C(=O)NCCN2CCNCC2)c(OC)cc1Cl	3	-2	4	1	5
20	CCCCC(=O)Nc1ccccc1N1CCN(c2ccccc2)CC1	-2	3	0	-1	14
21	O=C(Nc1ccc(Cl)cc1N1CCOCC1)C1CC1	-8	-3	-1	14	-5
22	CCN(CC(=O)Nc1c(F)cccc1F)C(=O)c1ccc2c(c1)NC(=O)C(C)S2 (centres undefined)	-7	3	-2	2	-24
23	COc1ccc(NC(=O)CSc2nnc(NC(C)=O)s2)c([N+](=O)[O-])c1	-6	2	0	-12	5
24	CCN(CC)C(=O)c1sc(NC(=O)c2ccoc2C)c(C(=O)OC)c1C	-2	2	-4	-4	-8

no.	M1 PAM parental	CRFBP-R2 agonist	TAAR1 ag	M5 PAM
17	8	-1.3	11	-6
18	15	1.9	8	-4
19	-7	0.1	7	-1
20	8	0.8	5	4
21	4	0.7	1	-1
22	-5	-0.1	1	-5
23	2	-0.4	2	-1
24	-2	-1.3	9	1

# More structures:
no.	molecule	CRFBP-R2 block	M5 ag	CHRM4 PAM	M5 antag	TAAR1 antagonist
25	CC(C)NC(=O)c1cc(=O)n(C)c(=O)n1C	3	1	3	-1	·
26	O=c1oc(-c2cccs2)nc2ccc(Cl)cc12	0	0	3	5	14
27	CC(NC(=O)C12CC3CC(CC(O)(C3)C1)C2)c1ccccc1 (centres undefined)	2	-2	0	8	5
28	CCc1ccc(/C=C2\SC(=S)N(CCC(=O)Nc3cc(C)on3)C2=O)cc1	-26	0	11	-4	16
29	NC(=O)COC(=O)[C@@H]1CC(O)CN1S(=O)(=O)c1ccc2c(c1)OCCO2 (some centres undefined)	1	1	10	-1	-15
30	CCOC(=O)[C@]12CCC=C1N(Cc1ccc(Cl)cc1Cl)C(=O)[C@H](CC(=O)N1CCC(c3ccccc3)CC1)C2	·	-2	-4	-4	-29
31	O=C(O)c1cccc(S(=O)(=O)Nc2ccc3c(c2)CCC3)c1	2	3	-2	-10	3
32	O=C(c1cccc(C(F)(F)F)c1)C1CCCN(Cc2cccc(OCCO)c2)C1 (centres undefined)	-20	-7	-20	19	19

no.	M1 PAM parental	CRFBP-R2 agonist	TAAR1 ag	M5 PAM
25	18	4.2	·	4
26	-13	-0.7	5	-6
27	4	-0.8	4	-6
28	7	17	4	2
29	-22	-1.5	2	4
30	1	·	0	1
31	-16	-1.1	2	16
32	-2	-0.2	4	-19

# Continuation.
no.	molecule	CRFBP-R2 block	M5 ag	CHRM4 PAM	M5 antag	TAAR1 antagonist
33	COc1ccc(S(=O)(=O)Nc2cc3c4c(c2)CCN4C(=O)CC3)cc1	3	-1	-1	-1	-9
34	CCCCCC(=O)NNC(=O)c1c(O)c2ccccc2n(CC)c1=O	-24	0	8	-12	8
35	COc1cccc(N(CC(=O)NC2CCCCC2)C(=O)CCC(=O)Nc2nc(C)cs2)c1	13	-1	-5	21	-12
36	CC(NC(=O)CCNC(=O)c1ccco1)c1ccc(F)cc1 (centres undefined)	9	-3	-1	2	-15
37	O=C(CN1C(=O)NC2(CCCCCC2)C1=O)NC1CCCCCCC1	-7	-1	-4	0	4
38	COc1cc2ccccc2cc1C(=O)N1CCCC(C(F)(F)F)C1 (centres undefined)	-30	-4	0	6	0
39	CN1CCN(Cc2c(C#N)c3ccccc3n2C)CC1	-22	-4	0	0	4
40	C#CCSc1nnc(-c2ccc(C)cc2)o1	0	-7	-6	-3	-17

no.	M1 PAM parental	CRFBP-R2 agonist	TAAR1 ag	M5 PAM
33	0	-1.1	4	-4
34	23	28	48*	11
35	-17	1.9	14	-7
36	2	-0.9	1	-3
37	9	0.4	0	-3
38	-14	-6.3	3	-3
39	22	2.6	7	1
40	5	-0.4	12	3

# Arranged by value in M5 antag (rising): 3 of the compounds above
No.	SMILES	CRFBP-R2 block	M5 ag	CHRM4 PAM	M5 antag	CRFBP-R2 agonist	TAAR1 ag	M5 PAM
34	CCCCCC(=O)NNC(=O)c1c(O)c2ccccc2n(CC)c1=O	-24	0	8	-12	28	48*	11
37	O=C(CN1C(=O)NC2(CCCCCC2)C1=O)NC1CCCCCCC1	-7	-1	-4	0	0.4	0	-3
35	COc1cccc(N(CC(=O)NC2CCCCC2)C(=O)CCC(=O)Nc2nc(C)cs2)c1	13	-1	-5	21	1.9	14	-7

# Going on with the list.
no.	molecule	CRFBP-R2 block	M5 ag	CHRM4 PAM	M5 antag	TAAR1 antagonist
41	CCOC(=O)C1=C(O)/C(=C/c2ccc(OCC(=O)O)c(OCC)c2)SC1=Nc1ccc(C)cc1	3	0	1	-7	0
42	CC(C)=CCC/C(C)=C/CNC(=O)C[C@H]1C[C@H](C(=O)N2CCCCC2)[C@@]2(C)c3[nH]c4ccc(Cl)cc4c3CCN2C1=O	38	-2	14	-4	-10
43	CC(C)NC(=O)c1ccc(-c2cc(C(F)(F)F)ccc2Cl)o1	5	0	4	2	1
44	CC(=O)Nc1ccc(S(=O)(=O)Nc2cccc(-c3nc4ccccc4o3)c2)cc1	-33	2	-2	3	35
45	c1ccc(OCCOc2cccc3cccnc23)cc1	-25	-1	0	-3	-2
46	C/C(=N\NC(=O)c1ccc(=O)[nH]n1)c1cccnc1	-4	0	7	1	-12
47	O=C1C=C(c2cccc(Cl)c2)C[C@@H](c2ccc(F)cc2)C1	1	3	-3	0	·
48	CCCc1ccc(O)c(N=Cc2cc(Br)cc(OCC)c2O)c1	1	-1	6	-6	-17

no.	M1 PAM parental	CRFBP-R2 agonist	TAAR1 ag	M5 PAM
41	1	-0.5	0	2
42	17	-3.4	3	7
43	10	-1.3	6	-1
44	-3	0.7	16	-2
45	12	-3.1	7	3
46	4	1.5	2	1
47	23	-0.4	·	-3
48	20	1.1	6	1

# The closing 5 records of the part before lead into the next.
no.	molecule	CRFBP-R2 block	M5 ag	CHRM4 PAM	M5 antag	TAAR1 antagonist
44	CC(=O)Nc1ccc(S(=O)(=O)Nc2cccc(-c3nc4ccccc4o3)c2)cc1	-33	2	-2	3	35
45	c1ccc(OCCOc2cccc3cccnc23)cc1	-25	-1	0	-3	-2
46	C/C(=N\NC(=O)c1ccc(=O)[nH]n1)c1cccnc1	-4	0	7	1	-12
47	O=C1C=C(c2cccc(Cl)c2)C[C@@H](c2ccc(F)cc2)C1	1	3	-3	0	·
48	CCCc1ccc(O)c(N=Cc2cc(Br)cc(OCC)c2O)c1	1	-1	6	-6	-17
49	O=S(=O)(c1ccc(SCCOc2ccccc2Cl)nc1)N1CCCC1	2	-5	-1	-1	10
50	Cc1ccc2cc(C)c(SCC#N)nc2c1	5	-8	-5	-4	-5
51	CN1CCN(c2ccc([N+](=O)[O-])cc2C(=O)c2ccccc2)CC1	9	-8	2	0	-8
52	CCc1cc(C(=O)NNC(=S)Nc2cc(C)ccc2C)cs1	-2	1	8	6	14
53	O=S(=O)(c1ccccc1)c1cnc(-c2ccccc2)nc1N1CCCC1	19	1	3	-1	-7
54	Cc1ccc(Cl)cc1NC(=O)CC(O)(C(F)(F)F)C(F)(F)F	39	5	12	27	-4
55	Cc1cc(NC(=O)c2cc(-c3ccccc3Cl)nc3ccccc23)no1	-17	-5	4	4	-3
56	O=C(/C=C/c1ccccc1)c1ccc2ccccc2c1	-18	1	7	-4	-4
57	CCOC(=O)N1CCN(CC(=O)Nc2cccc(Br)c2)CC1	11	-1	-2	-2	6

no.	M1 PAM parental	CRFBP-R2 agonist	TAAR1 ag	M5 PAM
44	-3	0.7	16	-2
45	12	-3.1	7	3
46	4	1.5	2	1
47	23	-0.4	·	-3
48	20	1.1	6	1
49	17	7.1	3	-11
50	4	-0.3	-1	-1
51	12	-0.5	5	-6
52	10	-2.1	7	-1
53	-12	2.8	7	7
54	3	28	7	-12
55	31	-0.5	0	-3
56	-5	4.0	1	10
57	12	-0.5	4	1
